Assay outcomes deposited in PubChem by several laboratories.
MT1-MMP act inh – inhibitors of human MT1-MMP activation. HT1080 RFP-PRO-GFP cells, GFP/RFP ratio fluorescence, overnight; percent of plate control window, DMSO zero. GFP/RFP ratio change, % at 20 µM. 0.061% of 360,000 active. AID 651647;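 active means GFP/RFP ratio change of at least 30% with cell ATP level not reduced by more than half and red fluorescence within 50% of control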; further: strong numbers were not always called active
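Material – HT1080 RFP-PRO-GFP cells · Control set – DMSO wells and RFP-L50D-GFP cells · Incubation – overnight cell settling, then overnight compound exposure, 37 °C, 5% CO2 · Compound dosing – single-point 20 µM compound, 1% DMSO · Read-out – GFP/RFP fluorescence ratio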
bovine MsrA act – activates bovine MsrA enzyme; purified bovine MsrA, absorbance read-out; activation, % at 10.6 µM; 0.3% of 360,000 active; AID 602163; in the data active means activation above about 7.5%;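 further: 0% = vehicle and 100% = reference activator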
FAS-TE inh – blocks the thioesterase domain of human fatty acid synthase; P49327; recombinant FAS-TE, OMFH fluorogenic substrate, fluorescence endpoint; inhibition, % at 15 µM; 0.67% of 360,000 active; AID 602261;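 active means compounds whose normalised, plate-corrected inhibition of enzyme fluorescence in the single-dose primary screen is 50% or more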;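 further: 0% = DMSO with enzyme and 100% = substrate without enzyme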
MLLE-PAM2 inh – blocks PAM2 peptide binding to the PABP1 MLLE domain | P11940 | GST-MLLE / FITC-PAM2 fluorescence polarization | inhibition, % at 20 µM | 0.36% of 360,000 active | AID 588489; in the data active means inhibition above about 35%, passing the limit was not always enough;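 further: plate controls were DMSO wells with GST-MLLE for no effect and wells lacking GST-MLLE protein for full effect; some results filed as inactive read as strong as hits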
E coli Lon inh – inhibitors of E. coli Lon protease; 0.42% of 360,000 active; purified E. coli Lon protease, fluorescence polarization; inhibition, % at 7.94 µM; P0A9M0; in the data active means inhibition above about 13%, passing the limit was not always enough;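 further: 0% = enzyme with probe and DMSO and 100% = no enzyme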
Target sequence (P0A9M0 whole entry, looked up): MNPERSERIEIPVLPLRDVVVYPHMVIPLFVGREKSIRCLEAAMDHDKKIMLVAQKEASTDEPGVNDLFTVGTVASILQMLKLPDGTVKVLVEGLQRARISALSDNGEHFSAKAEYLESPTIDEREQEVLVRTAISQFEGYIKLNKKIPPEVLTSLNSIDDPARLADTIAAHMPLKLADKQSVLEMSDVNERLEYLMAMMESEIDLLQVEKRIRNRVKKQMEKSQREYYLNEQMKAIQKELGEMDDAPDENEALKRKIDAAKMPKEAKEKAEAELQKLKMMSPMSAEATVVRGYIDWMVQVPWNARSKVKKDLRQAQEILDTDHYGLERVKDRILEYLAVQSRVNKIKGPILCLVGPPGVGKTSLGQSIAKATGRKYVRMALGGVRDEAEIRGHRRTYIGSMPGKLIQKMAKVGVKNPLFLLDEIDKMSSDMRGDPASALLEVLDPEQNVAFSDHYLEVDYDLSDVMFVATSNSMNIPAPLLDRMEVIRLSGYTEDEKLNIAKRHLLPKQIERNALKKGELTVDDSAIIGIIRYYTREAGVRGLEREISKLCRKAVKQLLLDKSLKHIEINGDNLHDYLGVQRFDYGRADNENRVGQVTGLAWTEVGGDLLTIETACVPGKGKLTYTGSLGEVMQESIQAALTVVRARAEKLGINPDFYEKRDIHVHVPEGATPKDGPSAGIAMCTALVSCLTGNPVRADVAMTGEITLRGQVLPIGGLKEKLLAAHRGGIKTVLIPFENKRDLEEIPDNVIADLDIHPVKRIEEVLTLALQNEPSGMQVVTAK
MsrA inh – inhibitors of bovine MsrA; purified bovine MsrA, absorbance read-out; inhibition, % at 15.5 µM; 0.75% of 360,000 active; AID 651718; in the data active means inhibition above about 4.5%;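 further: 0% = vehicle wells with enzyme and 100% = reference inhibitor wells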
SKN-1 block – inhibitors of C. elegans SKN-1; C. elegans VP596 Pgst-4::GFP/RFP ratio, acrylamide-induced, 24 h; inhibition, % at 21.8 µM; 0.49% of 360,000 active;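 active means interference check ratio from 0.5 to 1.5 plus GFP to RFP signal ratio inhibition reaching or exceeding a fixed threshold, cut at about 30% in these data, passing the limit was not always enough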; further: some compounds called inactive have numbers as strong as hits
TbMetRS inhib – Trypanosoma brucei MetRS inhibition; purified T. brucei MetRS, ATP depletion, Kinase-Glo luminescence; inhibition, % at 11.9 µM; 0.4% of 360,000 active;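 active means inhibition above a per-plate cutoff of the control wells' mean inhibition plus 3 SD, cut at about 5.5% in these data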;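 further: 0% = DMSO wells median and 100% = median of wells with control inhibitor compound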
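technique = Kinase-Glo luminescence, ATP depletion format | system = purified MetRS (methionyl-tRNA synthetase) enzyme from Trypanosoma brucei | timing = 15 min preincubation, 2 h reaction, all 25 °C | evaluation = percent inhibition versus plate control medians | dosing = single dose, 11.9 µM final nominal, 0.9% final DMSO | also added = substrates ATP, L-methionine and bulk Escherichia coli tRNA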
CendR NRP1 mod – alters CendR peptide binding to human NRP-1; O14786; FAM-RPARPAR peptide binding to NRP-1, fluorescence polarization; inhibition, % at 25 µM; 0.85% of 360,000 active; AID 602438;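 active means inhibition or corrected inhibition above about 18%, plus a signal ratio from 0.5 to 1.5, limit read from the data, passing the limit was not always enough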; further: strong numbers were not always called active
An asterisk follows results filed as active; . = no result given.

canonical_smiles,MT1-MMP act inh,bovine MsrA act,FAS-TE inh,MLLE-PAM2 inh,E coli Lon inh,MsrA inh,SKN-1 block,TbMetRS inhib,CendR NRP1 mod
CN(c1ccccc1)c1ncnc2c1ncn2C,-1,-2,-9,24,-5,-0.6,8,-0.1,17
Cn1c(SCC(=O)N2CCCC2)nc2cccnc21,2,0,-6,1,2,-1.1,0,0.7,-1
Cn1c(=O)c(/C(N)=N/OC(=O)c2ccccc2)cn(-c2ccccc2)c1=O,4,-1,-5,6,-7,0.1,0,-0.4,-3
O=C(CSc1ccc(-c2ccco2)nn1)NC1CCCC1,-1,-2,-4,6,-6,0.0,22,-0.1,1
CC(Oc1ccc(C(=O)c2ccccc2)cc1)C(=O)N1CCOCC1 (stereo not given),1,1,-3,15,-6,0.7,-10,-0.5,1
Cc1cc(NC(=O)CSc2nnc(-c3c[nH]c4ccccc34)n2-c2ccc(F)cc2)no1,3,0,-4,-6,12,0.6,3,3.6,-3
O=C(Nc1nc2ccccc2n1CCN1CCOCC1)c1cn(-c2ccccc2)nc1-c1ccccc1,-27,-1,27,11,4,1.4,12,-0.8,9
CCOc1cccc(N(C(=O)CNC(=O)c2ccco2)C(C(=O)NCC2CCCO2)c2ccccc2)c1 (stereo not given),0,-2,-7,6,-3,0.2,-3,-0.2,-2
COc1cc(C(=O)NC2CCCC2)c(Br)c(OC)c1OC,1,-3,-12,9,5,-0.2,-2,-0.5,-6
O=C(CSc1n[nH]c(=O)[nH]c1=O)c1ccccc1,2,-10,-10,16,1,-0.1,-10,-1.6,4
C=CCOc1ccc(CNc2nn[nH]n2)cc1,1,-2,-24,-5,6,0.8,16,-0.3,-6
COc1ccc(-c2cc(C(=O)O)no2)cc1,.,-17,-4,-7,-18,1.9,-6,-3.9,20
CC(C)(C)NC(=O)C(=O)NNC(=O)c1ccc(C(C)(C)C)cc1,7,-1,-13,-13,6,-0.9,-1,-0.5,12
Cc1cccn2c(=O)c(/C=N/O)c(NCc3ccccc3)nc12,9,-4,-16,1,-1,0.6,-8,0.6,14
NC(=O)c1ccc(SCC(=O)OCC(=O)N2CCN(C(=O)c3ccco3)CC2)c([N+](=O)[O-])c1,2,-3,-4,6,1,1.4,27,0.5,-7
CC(C)NC(=O)NC(=O)COC(=O)c1ncc(Cl)c(Cl)c1Cl,3,-5,-2,-7,0,-0.4,1,-0.7,-15
O=C(NCCNC(=O)c1ccccc1)c1ccccc1,7,-3,-6,2,-4,-0.3,4,-0.1,1
O=C(Nc1cccc(O)c1)C1CC(c2ccc(Cl)cc2)=NO1 (stereo not given),5,-2,0,-9,15,-0.8,-15,-1.0,-12
CCOC1=C(C#N)CC2(CC1)c1ccccc1-c1ccccc12,-1,-1,37,7,-5,0.8,18,-0.1,18
CC(=O)c1ccc(N2CCN(C(=S)Nc3ccccc3F)CC2)cc1,1,-6,-12,-81,8,3.5,-7,-0.2,-3
CNc1nc(Oc2ccc(C(=O)OC)cc2)nc(SC)n1,-1,-3,-3,0,0,-1.0,5,-0.7,-17
Nn1c(SCC(=O)NC2CCCCC2)nnc1-c1ccccc1F,0,-2,-8,-12,-9,1.4,25,-0.3,-2
Cc1cc(O)c(NC(=O)c2cc([N+](=O)[O-])ccc2Cl)cc1C,-9,-6,38,-9,4,-0.8,12,-0.8,6
O=C(Nc1ccc(C#Cc2ccccc2)cc1)C1CC1,16,-6,3,-3,-2,0.7,47*,-1.1,-5
O=C(CC1SC(=Nc2ccccc2F)N(CCN2CCOCC2)C1=O)Nc1ccc(F)cc1F (stereo not given),3,-8,6,-3,-4,0.1,16,-1.1,-7
CCC1Sc2ccc(S(=O)(=O)CCC(=O)NCc3ccco3)cc2NC1=O (stereo not given),5,0,0,-3,-7,-0.4,1,-0.2,2
Cc1c(NC(=O)COC(=O)c2ccc(F)c(S(=O)(=O)N3CCOCC3)c2)c(=O)n(-c2ccccc2)n1C,1,0,-6,-8,-3,0.8,2,0.0,5
CCCCOc1ccc(N(CC(=O)NCC2CCCO2)C(=O)CCC(=O)Nc2nccs2)cc1 (stereo not given),7,-2,-2,5,6,1.4,-19,-0.1,19
COc1cc(OC)c(C(=O)Nc2ncn[nH]2)cc1OC,5,-3,-8,1,-3,2.6,3,-0.1,-10
NC(=O)c1cc(NC(=O)c2ccc(NS(=O)(=O)c3cccs3)cc2)cc(C(N)=O)c1,2,3,-1,-1,-3,1.8,7,0.1,-5
Cc1ccc(NC(=O)Nc2ccc3c(c2)N(C)C(=O)CS3)cc1C,-4,3,20,-11,-7,1.2,1,0.0,-11
O=C(CNCCc1ccccc1)Nc1ccc(C(=O)N2CCCCC2)cc1,1,0,-3,-17,-1,0.3,10,0.2,8
Cc1cc(C(=O)NC(C)C2CCCO2)cs1 (stereo not given),8,-10,-3,5,-2,.,5,-1.2,44*
CCN(C(=O)COC(=O)c1cc2ccccc2cc1OC)c1c(N)n(Cc2ccccc2)c(=O)[nH]c1=O,2,-9,-6,5,9,0.3,-1,-0.4,10
Cc1cnc(NC(=O)CCN2C(=O)C3CCCCC3C2=O)s1 (stereo not given),0,-4,-6,-5,4,-0.2,4,0.4,4
CC(=O)Nc1ccc(NCc2ccc(C)s2)cc1,2,-5,-5,5,3,-0.2,-25,-1.0,5
Cc1cn2c(nc1=O)OC1CC2OC1CO (stereo not given),-3,0,-2,7,-3,1.0,-1,-0.5,4
COc1ccccc1NC(=O)N(Cc1ccco1)Cc1cc2ccc(C)c(C)c2[nH]c1=O,-11,-1,17,5,-1,1.5,14,-0.3,-8
CCN1CCN(C(c2ccccn2)c2c(NC(=O)c3ccccc3)sc(C)c2C)CC1 (stereo not given),3,-3,-2,16,6,1.7,-11,-0.4,7
Nc1cc(N2CCCC2)ccc1[N+](=O)[O-],-3,-9,-1,-1,3,-0.6,-4,-0.8,1
CC(=O)c1ccc2noc(-c3cccc(F)c3)c2c1,-4,-2,2,9,-21,1.3,20,-0.2,-9
C[C@H]1CCC[C@@]2(O[C@@H](CCO)C[C@H](O)[C@H]2O)O1,1,-2,-13,-6,-2,3.4,-4,-0.2,0
CC(C)CN1CCN(Cc2cccn2-c2ccccn2)CC1CCO (stereo not given),-3,-2,-5,-5,0,-0.7,4,-0.6,-2
Cc1nc(Oc2ccccc2)c2ccsc2n1,1,-1,2,7,-2,0.9,7,-0.4,11
CC(C)(C)c1[nH]nc2c1C(c1ccccc1OC(=O)N1CCOCC1)C(C#N)=C(N)O2 (stereo not given),-1,1,-7,1,-4,0.4,8,-0.4,0
O=S(=O)(c1ccc(NC(=S)Nc2ccccc2)cc1)N1CCOCC1,-13,-3,-5,28,-5,0.9,7,-0.4,16
O=C(O)CCc1ccc(-c2ccc(Cl)cc2)n1CC(=O)O,-8,-5,-2,11,-13,-0.1,19,0.1,-39
COC(=O)c1ccc2c(c1)C(=O)/C(=C/c1ccc(C)cc1)O2,8,-3,-4,-3,6,-0.1,5,0.1,-5
Cc1nc2c(C(=O)NCc3ccc4c(c3)OCO4)c[nH]n2c(=O)c1Cl,-8,-3,0,11,0,2.8,35,-0.8,-7
CC1(C)C[C@H](O)[C@]2(CO)[C@H](O)C[C@]3(C)C(=CCC4[C@@]5(C)CC[C@H](O)C(C)(C)C5CC[C@]43C)[C@@H]2C1 (stereo not given in full),-8,0,3,-3,-7,0.2,-10,0.0,-3

A section of the results above, as a working copy:
canonical_smiles,MT1-MMP act inh,bovine MsrA act,FAS-TE inh,MLLE-PAM2 inh,E coli Lon inh,MsrA inh,SKN-1 block,TbMetRS inhib,CendR NRP1 mod
CN(c1ccccc1)c1ncnc2c1ncn2C,-1,-2,-9,24,-5,-0.6,8,-0.1,17
Cn1c(SCC(=O)N2CCCC2)nc2cccnc21,2,0,-6,1,2,-1.1,0,0.7,-1

The list goes on:
canonical_smiles,MT1-MMP act inh,bovine MsrA act,FAS-TE inh,MLLE-PAM2 inh,E coli Lon inh,MsrA inh,SKN-1 block,TbMetRS inhib,CendR NRP1 mod
CCc1cc(=O)oc2c3c(cc(OCC(=O)NCc4ccncc4)c12)OC(C)(C)CC3,2,-3,1,-7,-4,1.3,0,-0.2,-12
COc1cc2oc(=O)cc(-c3ccc(-c4ccc(O)cc4)cc3)c2c(OC)c1OC,-8,0,14,-1,-3,2.0,4,-1.4,15
COc1ccc(CNC(=O)Cn2ccc3cc(S(=O)(=O)N4CCCC4)ccc32)cc1OC,-1,-1,-8,2,-6,1.3,5,0.0,6
CC1Cc2cc(S(=O)(=O)N3CCC(C(=O)NCc4ccco4)CC3)ccc2N1C(=O)C1CCC1 (stereo not given),-3,-3,1,12,-5,0.1,7,-0.2,-13
COc1cccc2cc(C(=O)N3CCC(C)CC3)c(=O)oc12,4,-2,-5,10,-5,1.3,7,0.0,3
CC(Oc1ccc(Br)cc1)C(=O)N(C)CC(=O)Nc1ccc(N2CCOCC2)cc1 (stereo not given),-1,-2,-2,12,-10,0.1,3,-0.2,-22
CC1(C(=O)NS(=O)(=O)C2CC2)CCCN(C(=O)c2c(F)cccc2F)C1 (stereo not given),0,0,-3,-6,-7,0.4,8,-0.1,-5
CCOc1ccccc1NC(=O)/C(C#N)=C/c1c(C)nn(-c2ccccc2)c1Cl,3,-2,18,6,-7,0.8,8,-0.2,-1
O=C(c1ccccc1)c1nn(-c2ccccc2)c(=O)cc1-c1ccccc1,5,-1,23,-8,6,.,10,0.1,4
O=C1CCc2cc(S(=O)(=O)Nc3ccc(F)cc3)cc3c2N1CC3,-2,0,-13,-2,5,-0.2,4,-0.1,10
Cc1ccc(NS(=O)(=O)c2cc(-c3cc(C)no3)ccc2C(C)C)nc1,-2,1,2,8,0,0.5,20,0.1,-5
CC(C)(C)OC(=O)C[C@H]1C/C=C\C[C@H](CC(=O)N[C@H](CO)Cc2ccccc2)C(=O)N[C@H](C(C)(C)C)COC1=O,0,-2,-7,10,-11,0.3,7,-0.2,6
CCOC(=O)N1CCN(C(=S)NC(=O)/C=C/c2ccc(C)cc2)CC1,-2,-6,-2,-88,-7,1.0,-12,-0.2,8
COC(=O)C1CCN(c2ccc([N+](=O)[O-])cc2)CC1,4,-2,4,0,2,2.5,7,0.2,3
COc1ccc(/C=C(/NC(=O)c2ccccc2Cl)C(=O)O)cc1,-1,0,-8,-12,-4,-0.8,6,0.0,9
CCOc1ccc(-c2nc(CSCC(=O)NC3CC3)c(C)o2)cc1,2,-3,-2,17,-3,.,6,0.6,-3
O=C(Cn1nc2n(c1=O)-c1ccccc1SC2)N/N=C/c1ccncc1,3,-7,-3,17,10,1.0,-1,-0.8,15
Nc1nc(-c2ccccc2)ns1,1,-1,0,-14,-5,-0.3,28,0.2,1
COc1cc(C2C3C(C)N(C)C(=O)N(C)C3N(C)C(=O)N2C)ccc1O (stereo not given),-1,-1,-4,-1,0,0.0,13,-0.9,15
